# Assay outcomes as filed in PubChem.
# MITF inh = inhibitors of human MITF; AlphaScreen MITF homodimerization, bead proximity signal; inhibition, % at 2.6 µM; 650,000 tested, 0.91% active; in the data active means inhibition above about 50%;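 further: 0% = vehicle wells with protein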
# Target sequence (O75030 whole entry, looked up): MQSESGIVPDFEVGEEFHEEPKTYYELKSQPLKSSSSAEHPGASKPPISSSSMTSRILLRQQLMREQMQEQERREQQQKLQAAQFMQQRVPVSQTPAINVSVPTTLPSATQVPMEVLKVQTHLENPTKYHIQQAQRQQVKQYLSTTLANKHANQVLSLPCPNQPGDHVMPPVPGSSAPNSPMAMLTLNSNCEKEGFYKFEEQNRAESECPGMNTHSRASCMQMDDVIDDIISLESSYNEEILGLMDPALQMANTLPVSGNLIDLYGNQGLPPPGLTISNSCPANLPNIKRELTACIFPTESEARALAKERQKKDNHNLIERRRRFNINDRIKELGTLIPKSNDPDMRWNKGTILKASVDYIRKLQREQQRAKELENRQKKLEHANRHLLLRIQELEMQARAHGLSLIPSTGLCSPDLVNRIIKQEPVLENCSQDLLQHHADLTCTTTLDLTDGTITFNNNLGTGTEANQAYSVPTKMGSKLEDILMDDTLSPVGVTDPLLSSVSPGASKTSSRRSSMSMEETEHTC
# TEAD-YAP block = TEAD-YAP interaction inhibition; 640,000 tested, 1.4% active; HEK-TIYL cells, TEAD-Gal4/YAP UAS-luciferase luminescence; inhibition, % at 9.12 µM; AID 1259422; in the data active means inhibition above about 32%;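 further: 0% = median of test compound wells and 100% = reference inhibitor wells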
# GPR151 activ = activates the human receptor GPR151. Q8TDV0. PathHunter beta-arrestin GPR151 cells, luminescence. activation, % at 11.2 µM. 650,000 tested, 1% active. AID 1508602; in the data active means activation above about 4.9%;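 further: 0% = median of compound wells and 100% = cells with positive control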
# Target sequence (Q8TDV0 whole entry, looked up): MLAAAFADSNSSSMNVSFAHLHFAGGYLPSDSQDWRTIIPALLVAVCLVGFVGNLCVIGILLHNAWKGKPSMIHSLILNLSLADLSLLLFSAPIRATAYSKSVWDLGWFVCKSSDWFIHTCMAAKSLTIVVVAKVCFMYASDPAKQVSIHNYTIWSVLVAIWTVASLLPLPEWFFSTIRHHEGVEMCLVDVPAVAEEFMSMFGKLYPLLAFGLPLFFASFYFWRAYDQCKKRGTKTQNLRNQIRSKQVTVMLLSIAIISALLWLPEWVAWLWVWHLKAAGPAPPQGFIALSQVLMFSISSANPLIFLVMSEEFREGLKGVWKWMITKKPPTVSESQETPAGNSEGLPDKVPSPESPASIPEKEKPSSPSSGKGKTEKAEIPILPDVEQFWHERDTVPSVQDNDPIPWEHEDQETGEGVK
# FBW7 activator = human FBW7 E3 ligase activation, primary screen; Q969H0; AlphaScreen FBW7–phospho-cyclin E peptide binding, activator screen; normalized activity (activation), % at 26.1 µM; 650,000 tested, 0.13% active; AID 1259310; in the data active means normalized activity above about 1.9%;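 further: purified mutant Fbw7 with reduced substrate affinity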
# Starred values were filed as active, the others as inactive; & = joins results of further samples. This is a random part of the collection; 3.4% or so of the library scored in one or more.
1) O=C(CSc1ccc(-c2ccccn2)nn1)Nc1nccs1
2) CCOc1ccc(CN2CCc3nnc(C(C)NC(=O)c4ccoc4C)n3CC2)cc1 (configuration not stated)
3) N#C/C(=N\Nc1ccccc1F)C(=N)N1CCCCC1
4) Oc1cccc(/C=N/Nc2nn3cnnc3c3ccccc23)c1
5) O=C(Nc1nnc(CCS(=O)(=O)c2ccc3ccccc3c2)s1)c1ccc([N+](=O)[O-])cc1
6) Cc1ccc(S(=O)(=O)NCCC(=O)NNC(=O)c2ccccc2F)cc1C
assay / entry,1,2,3,4,5,6
GPR151 activ,0.5,0.0,-0.2,-0.8,0.6,-0.3
FBW7 activator,-1.4,-0.2,0.1,0.0,0.3,0.7
TEAD-YAP block,2,1,-70,17,-2,20
MITF inh,25,-4,-24,3,13,3

7) O=C(CCN1C(=O)c2ccccc2C1=O)Nc1ccc(-c2nc3ccccc3[nH]2)cc1
8) Cc1cnc(CNc2cc(-c3cccnc3)nc(C)n2)nc1
9) O=S(=O)(/N=C(\c1ccccc1)N1CCOCC1)c1cccs1
10) CCOc1ccc(-n2c(C)cc(/C=C3/C(=N)N4C=CSC4=NC3=O)c2C)cc1
11) O=C(NCCOc1ccccc1)c1csc(N2CCN(Cc3ccc4c(c3)OCO4)CC2)n1
12) Cc1ncn(-c2ccc(Nc3ncc(Cl)c(Nc4ccccc4-c4ncn(C)n4)n3)cc2)n1
assay / entry,7,8,9,10,11,12
GPR151 activ,-2.8,-0.5,-1.6,0.4,-2.7,0.3
FBW7 activator,0.5,-0.6,0.1,-0.1,0.1,0.0
TEAD-YAP block,-25,-2,2,13,-1,1
MITF inh,13,11,4,16,9,-3

13) Cc1cccc(C(=O)Nc2ccccc2N2CCCC2)c1
14) Cc1ncc2c(c1CNS(=O)(=O)Cc1ccccc1)CCN(C(=O)c1ccsc1)C2
15) OC(COc1ccc2c(c1)CCC2)CN1CCCCC1 (configuration not stated)
16) COc1cc(C)c2c(c1C=O)Oc1c(c(C)c(O)c3c1C(O)OC3=O)OC2=O (configuration not stated)
17) COc1ccc(C2(C(=O)Nc3cccc(C(F)(F)F)c3)CCOCC2)cc1OC
18) O=C(O)CCCNC(=O)c1cccnc1
assay / entry,13,14,15,16,17,18
GPR151 activ,-1.9,-1.2,0.6,-2.3,3.2,-0.2
FBW7 activator,-0.3,-0.4,0.0,-0.2,0.1,0.0
TEAD-YAP block,2,8,-16,-18,2,1
MITF inh,-19,0,-10,74*,3,3

19) Cc1cnc(Nc2ccc(C(F)(F)F)cc2)nc1N
20) Cc1noc(C)c1COc1ccc2ccc(=O)oc2c1
21) CCC[C@@H]1NC(=O)[C@H]2CN(C(=O)c3ccc(OC)cc3)CCN2C1=O
22) CC(C)C(OC(=O)CN1C(=O)COc2ccccc21)C(=O)NCc1ccco1 (configuration not stated)
23) CC(=O)OCCNc1cc(N2CCCCC2)c2noc3c2c1C(=O)c1ccccc1-3
24) N#Cc1nc(-c2ccccc2Cl)oc1NCC1CCCO1 (configuration not stated)
assay / entry,19,20,21,22,23,24
GPR151 activ,0.5,-0.2,1.0,1.1,1.1,1.4
FBW7 activator,0.0,-0.1,-0.2,-0.2,-0.7,0.3
TEAD-YAP block,0,13,-1,14,20,-10
MITF inh,1,6,8,5,57*,9

25) O=c1c2cnn(-c3ccccc3)c2nc(-c2cccs2)n1-c1cccc(Cl)c1
26) CC(=NCCN1CCN(C(=S)Nc2ccccc2)CC1)C1=C(O)CC(C)(C)CC1=O
27) C#CC1(NC(=O)NS(=O)(=O)c2ccc(C)cc2)CCCCC1
28) COc1ccc(N2CCN(C3CCCN(Cc4ccccc4O)C3)CC2)cc1 (configuration not stated)
29) Cc1ccc(NC(=O)CN2C(=O)S/C(=C\c3ccc(F)cc3)C2=O)cc1C
30) COc1cc(Nc2ccc(C(=O)O)cc2[N+](=O)[O-])cc(OC)c1OC
assay / entry,25,26,27,28,29,30
GPR151 activ,1.5,2.2&-0.1,3.9,3.6,-1.4,-1.8
FBW7 activator,0.0,-0.2&0.1,0.0,0.0,0.2,0.0
TEAD-YAP block,2,1&6,8,8,8,0
MITF inh,1,-2&2,-2,-7,12,-18

31) CC1=C(C(=O)Nc2ccccc2C)C(c2cccs2)C(C#N)=C(SCC(=O)Nc2cc(C)ccc2C)N1 (configuration not stated)
32) CC(=O)[C@H]1[C@H](C#N)C[C@H]2[C@@H]3CC=C4C[C@@H](O)CC[C@]4(C)[C@H]3CC[C@@]21C
33) O=C1CCC(CCNCCOc2ccc(F)cc2)N1Cc1cccc(-n2cccn2)c1 (configuration not stated)
34) Cc1ccc(/C=C2/N=C(c3cccc(Cl)c3Cl)OC2=O)cc1
35) Nc1nnc(SC(C(=O)Nc2ccc(F)cc2)c2ccccc2)s1 (configuration not stated)
36) C=CCOC(=O)C1=C(C)N(CC)C(=O)NC1c1cc(Br)c(O)c(OC)c1 (configuration not stated)
assay / entry,31,32,33,34,35,36
GPR151 activ,0.5,0.5,2.5,0.2,-1.0,-0.9
FBW7 activator,0.0,0.3,-0.2,0.1,0.1,-0.1
TEAD-YAP block,11,-7,3,-8,3,5
MITF inh,1,14,0,1,7,12

37) O=C(Cn1c(C(F)(F)F)nc2ccccc21)c1cccc([N+](=O)[O-])c1
38) CN(C)C(=O)CCSc1nc2cc(Cl)ccc2o1
39) CCOc1ccccc1NC(=O)c1ccc(F)c(S(=O)(=O)NCc2ccccc2OC)c1
40) CCN(CC)CCCC(C)N=Cc1c(O)[nH]c(=O)[nH]c1=O (configuration not stated)
41) O=C(CN1N=C(c2ccc(Cl)cc2)CCC1=O)NCc1ccc(F)cc1
42) CCCc1cc(=O)[nH]c(SCc2ccccc2F)n1
assay / entry,37,38,39,40,41,42
GPR151 activ,-0.8,-0.4,-1.7,0.2,-1.1,-1.5
FBW7 activator,1.6,0.5,-0.2,0.1,0.1,0.0
TEAD-YAP block,15,-18,-5,8,-6,-6
MITF inh,6,11,11,21,10,0

43) Nc1ccc(-c2cncc(-c3cccs3)n2)cc1
44) CC1=C(C(=O)N2CCCCC2)C(c2ccc(N(C)C)cc2)C2=C(CC(C)(C)CC2=O)N1 (configuration not stated)
45) COc1ccc(-c2nnc(SCC(=O)NCCC(C)C)nc2-c2ccc(OC)c(OC)c2)cc1OC
46) CCc1cc(C(=O)Cc2csc(C)n2)c(O)cc1O
47) CC(C)OC(=O)C1C2C=CC3(CN(c4cccc5ccccc45)C(=O)C13)O2 (configuration not stated)
48) CC(Oc1ccc(Cl)cc1Cl)C(=O)N(C)C (configuration not stated)
assay / entry,43,44,45,46,47,48
GPR151 activ,-0.4,0.1,-0.2,-1.4,-0.7,0.6
FBW7 activator,0.1,0.8,0.0,-0.1,0.1,0.0
TEAD-YAP block,0,-1,-16,0,6,2
MITF inh,1,14,-13,-8,11,-14

49) CCC1CN(CCNC(=O)Cn2cnc3ccccc32)Cc2cc(OC)ccc2O1 (configuration not stated)
50) Cc1ccccc1NC(=O)c1ccc2ccccc2n1
51) Cc1nc(C)n(CC(=O)NCC2Cc3cc(Cl)cc(-c4ccc5[nH]ccc5c4)c3O2)n1 (configuration not stated)
52) Cc1cccc(C)c1Nc1ncnc2ccc(Br)cc12
53) Cc1ccc(NC(=O)C2CCCN2C(=O)OCC(C)C)c(C)c1 (configuration not stated)
54) Cc1nn(CC(=O)N[C@@H](C)Cn2nnn(-c3ccco3)c2=O)c(=O)c2ccccc12
assay / entry,49,50,51,52,53,54
GPR151 activ,-0.5,-4.1,-0.2,-0.5,-0.7,0.7
FBW7 activator,-0.1,0.0,0.3,-0.4,0.1,0.1
TEAD-YAP block,4,11,2,-12,2,-9
MITF inh,-15,-5,-3,-2,-2,4

# Values in list order from the entries so far:
# Compounds 49–54 in GPR151 activ read -0.5, -4.1, -0.2, -0.5, -0.7, 0.7
# Compounds 49–54 in FBW7 activator read -0.1, 0.0, 0.3, -0.4, 0.1, 0.1

# Additional structures follow:
55) Cc1nn(C)c(C)c1-c1ncnn1-c1sc2c(c1C#N)CCCCC2
56) COc1cc2c(cc1OC)/C(=C\Sc1nc3ccccc3o1)NCC2
57) Cc1nn(CCNC(=O)c2cccc([N+](=O)[O-])c2)c(C)c1Cl
58) Cc1ccc(C2=NN3C(=N)/C(=C/c4ccc(-c5ccc(F)cc5)o4)C(=O)N=C3S2)cc1
59) O=C(CS(=O)(=O)c1ccccc1)Nc1cccc2nsnc12
60) O=[N+]([O-])c1ccc(Nc2nc(NC3CCCCC3)nc(N3CCOCC3)n2)cc1
assay / entry,55,56,57,58,59,60
GPR151 activ,-1.5,0.7,0.4,-1.2,-1.8,-1.5
FBW7 activator,0.9,0.1,-0.1,-0.2,0.0,0.1
TEAD-YAP block,-5,-21,1,-6,17,4
MITF inh,13,-4,-7,6,1,15

61) O=C(c1ccc(OC(F)(F)F)cc1)N1CCN2C(=O)[C@H]3CCCN3C(=O)[C@H]2C1
62) N#C/C(=C/c1cccc([N+](=O)[O-])c1)c1nnc2n1CCCCC2
63) COc1cc(OC)cc(C(=O)N(CC#N)CC#N)c1
64) COC(=O)CNC1CCN(c2ccc(C(=O)NC3CCCC3)cc2)CC1
65) Cc1nn(C)c(C)c1-c1nc(NCc2cccnc2)c2ncn(CCN3CCCC3=O)c2n1
66) COc1ccccc1N=Cc1sc2ccccc2c1S
assay / entry,61,62,63,64,65,66
GPR151 activ,-0.6,1.3,0.7,-1.4,-0.9,1.7
FBW7 activator,0.9,0.0,0.7,-0.1,0.0,0.0
TEAD-YAP block,2,-3,1,-9,4,10
MITF inh,4,3,3,-2,16,3

67) CCOC(CCNC(=O)c1cn(CCOC)c(=O)c2c1c1ccccc1n2C)OCC
68) Cc1cccc(CN2CCC(N3CCN(c4ncnc5ccccc45)CC3)CCC2=O)c1 (configuration not stated)
69) Nc1nc(SCC(=O)Nc2nonc2N)n[nH]1
70) Cc1cccc(N2CCN(C(=O)Cc3noc4ccccc34)CC2)c1C
71) O=C1NC2(CCCC2)N=C1c1cccc(F)c1
72) O=C(NCc1ccc(F)cc1)c1c[nH]c2ccc(S(=O)(=O)N3CCc4ccccc4C3)cc2c1=O
assay / entry,67,68,69,70,71,72
GPR151 activ,2.0,-0.6,0.6,-0.7,-0.3,-0.8
FBW7 activator,0.0,-0.1,0.0,0.3,0.7,0.0
TEAD-YAP block,1,-25,-8,-8,2,8
MITF inh,0,-9,-7,-1,-7,-3

73) COc1ccc(OC)c(NCC(O)Cn2c3ccc(Cl)cc3c3cc(Cl)ccc32)c1 (configuration not stated)
74) COc1ccc2c(c1)C(=O)N(Cc1ccccc1)C(=O)/C2=C/N1CCCCC1
75) O=C(Nc1ccccc1)C1CC(O)CN1S(=O)(=O)c1ccc([N+](=O)[O-])cc1 (configuration not stated)
76) Cc1ccc2cc(C)c3nnc(SCC(=O)NNC(=O)C(C)C)n3c2c1C
77) COc1cc(C=O)ccc1OCCCOc1ccccc1F
78) Cc1ccc2nc(/C(C#N)=C/c3ccc(-c4cccc([N+](=O)[O-])c4)o3)[nH]c2c1
79) CC(=O)Nc1nnc(SCC(=O)NC2CCCC2)s1
80) Cc1ccc(C(=O)N2CCN3C(=O)[C@@H](CC(C)C)NC(=O)[C@H]3C2)cc1
assay / entry,73,74,75,76,77,78,79,80
GPR151 activ,0.2,0.7,-0.7,-1.4,0.6,-0.2,0.2,-0.2
FBW7 activator,0.0,0.4,0.1,0.0,-0.1,0.1,-0.1,0.0
TEAD-YAP block,4,7,7,-5,-56,-3,-13,-6
MITF inh,21,17,-6,7,-1,5,-5,11

# Structural class: those above containing a Cl atom
12) Cc1ncn(-c2ccc(Nc3ncc(Cl)c(Nc4ccccc4-c4ncn(C)n4)n3)cc2)n1
24) N#Cc1nc(-c2ccccc2Cl)oc1NCC1CCCO1 (configuration not stated)
25) O=c1c2cnn(-c3ccccc3)c2nc(-c2cccs2)n1-c1cccc(Cl)c1
34) Cc1ccc(/C=C2/N=C(c3cccc(Cl)c3Cl)OC2=O)cc1
38) CN(C)C(=O)CCSc1nc2cc(Cl)ccc2o1
41) O=C(CN1N=C(c2ccc(Cl)cc2)CCC1=O)NCc1ccc(F)cc1
48) CC(Oc1ccc(Cl)cc1Cl)C(=O)N(C)C (configuration not stated)
51) Cc1nc(C)n(CC(=O)NCC2Cc3cc(Cl)cc(-c4ccc5[nH]ccc5c4)c3O2)n1 (configuration not stated)
assay / entry,12,24,25,34,38,41,48,51
GPR151 activ,0.3,1.4,1.5,0.2,-0.4,-1.1,0.6,-0.2
FBW7 activator,0.0,0.3,0.0,0.1,0.5,0.1,0.0,0.3
TEAD-YAP block,1,-10,2,-8,-18,-6,2,2
MITF inh,-3,9,1,1,11,10,-14,-3

57) Cc1nn(CCNC(=O)c2cccc([N+](=O)[O-])c2)c(C)c1Cl
73) COc1ccc(OC)c(NCC(O)Cn2c3ccc(Cl)cc3c3cc(Cl)ccc32)c1 (configuration not stated)
assay / entry,57,73
GPR151 activ,0.4,0.2
FBW7 activator,-0.1,0.0
TEAD-YAP block,1,4
MITF inh,-7,21
